# Assay outcomes deposited in PubChem by National Center for Advancing Translational Sciences (NCATS).
# Tb PFK block: qHTS Assay to Find Inhibitors of T. brucei phosphofructokinase; Potency, µM (highest dose often 57.5 µM), for inactives: top-dose activity, negative = inhibition, hits mostly inhibitors; 330,000 compounds, 0.17% hits; AID 485367, 2010; T. brucei PFK, ADP-Glo luminescence;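 note: potency is the fitted concentration of half-maximal effect; 0% = uninhibited 1x PFK enzyme wells and -100% = no-enzyme wells; nearly all actives have a fitted effect of over 60% in size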
# Target sequence (O15648 whole entry, looked up): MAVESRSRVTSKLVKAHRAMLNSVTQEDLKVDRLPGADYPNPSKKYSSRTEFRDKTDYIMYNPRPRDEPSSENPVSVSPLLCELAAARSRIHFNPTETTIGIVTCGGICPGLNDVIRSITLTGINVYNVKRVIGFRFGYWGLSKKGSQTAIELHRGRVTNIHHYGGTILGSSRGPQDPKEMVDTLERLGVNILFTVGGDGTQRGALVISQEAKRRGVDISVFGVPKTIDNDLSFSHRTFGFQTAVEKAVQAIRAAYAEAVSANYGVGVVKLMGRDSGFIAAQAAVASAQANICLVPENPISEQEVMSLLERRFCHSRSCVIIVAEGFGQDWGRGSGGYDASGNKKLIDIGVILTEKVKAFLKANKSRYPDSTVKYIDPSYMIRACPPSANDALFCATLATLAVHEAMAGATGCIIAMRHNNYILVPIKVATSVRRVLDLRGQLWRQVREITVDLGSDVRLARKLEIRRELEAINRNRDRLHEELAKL
#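 PFK 1.25 nM, F6P 0.5 mM, ATP 0.1 mM, 0.1 M TEA pH 8.0, 5 mM MgCl2, 0.01% Tween20, 0.1% BSA; 45 min RT. ADP-Glo readout. qHTS titration up to 57 uM; curves fitted, compounds curve-classed.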
# MLL CXXC-DNA inh: qHTS Fluorescence Polarization Assay for Inhibitors of MLL CXXC domain - DNA interaction; MLL-CXXC / FITC-HOXA9 DNA fluorescence polarization; Histone-lysine N-methyltransferase 2A (Homo sapiens), Q03164; Potency, µM (series often up to 115 µM), for inactives: top-dose activity change, negative = inhibition, usual class: inhibitors; 290,000 compounds, 0.037% hits; active = well fitted inhibition curve with a large enough effect in the polarisation, with a control signal flat, not every such curve was filed as active; inconclusive = small, poorly fitted or top-dose-only effect, or effect the other way, or a change in a side signal; inactive = no such curve, though single readings can be large or run the other way; the % refers to the polarisation; note: potency is the fitted concentration of half-maximal effect
#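 Fluorescence polarization: 7 uM MLL-CXXC (stock) preincubated 5 min with compounds, then 50 nM fluorescein-HOX-A9 DNA (stock) added; 30 min ambient. Buffer 50 mM Tris-HCl pH 7.5, 50 mM NaCl, 1 mM DTT, 0.05% BSA.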
# GALK inh: qHTS Assay for Inhibitors of Human Galactokinase (GALK). P51570. Purified GALK, Kinase-Glo residual ATP luminescence. Potency, µM (doses to about 57.5 µM), without a hit: at the top dose activity change, negative = inhibition, hits mostly inhibitors. 270,000 compounds, 0.007% hits. AID 1868, 2009; note: potency is the fitted concentration of half-maximal effect; % is set by controls: 0 for no effect and ±100 for the full control effect
# Target sequence (P51570 whole entry, looked up): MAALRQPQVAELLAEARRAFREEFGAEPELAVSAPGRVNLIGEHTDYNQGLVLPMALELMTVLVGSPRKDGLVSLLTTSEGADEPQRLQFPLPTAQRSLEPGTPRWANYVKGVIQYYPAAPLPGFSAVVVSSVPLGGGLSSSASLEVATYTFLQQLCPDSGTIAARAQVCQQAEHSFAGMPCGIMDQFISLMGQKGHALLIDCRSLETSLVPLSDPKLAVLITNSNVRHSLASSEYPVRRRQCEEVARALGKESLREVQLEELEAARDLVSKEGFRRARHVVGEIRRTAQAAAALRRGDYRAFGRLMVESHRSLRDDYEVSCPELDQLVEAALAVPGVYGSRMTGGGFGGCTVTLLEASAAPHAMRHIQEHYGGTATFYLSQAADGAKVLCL
#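 Kinase-Glo Plus luminescence measured ATP left after a 1 h room-temperature reaction. The reaction used 5 nM GALK, 100 uM galactose and 35 uM ATP at pH 8.0 (20 mM HEPES, 5 mM MgCl2, 60 mM NaCl, 1 mM DTT, 0.01% BSA).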
# Giardia kill: Small Molecules that selectively kill Giardia lamblia: qHTS | Giardia lamblia trophozoite viability | activity change, % at 7.66 µM, hits read low | 340,000 compounds, 0.15% hits | AID 540267, 2011; in the data active = activity change below about -80%; inconclusive = between about -30% and that limit;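 note: parasites exposed to compound for two days anaerobically before the ATP read; % is set by controls: 0 for no effect and ±100 for the full control effect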
#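 Luminescent ATP signal served as the viability read-out, measured 15-30 min after adding ATP detection reagent to trophozoites that had been incubated with compounds for 48 hrs at 37 deg C anaerobically at 100 cells/well.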
# TCR activator: Activators of T cell receptors: qHTS campaign; primary human leukocytes, anti-CD3, IL-2 HTRF, 48 h; Potency, µM (series often up to 9.22 µM), inactives show at the highest dose activation of IL-2 secretion, most hits filed as activators; 330,000 tested, under 10 active; AID 504894, 2011; note: % of control where 0% means no effect
#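 IL-2 produced over 48 hr by a-CD3 bead-stimulated primary human leukocytes exposed to compounds was detected with a homogeneous time-resolved FRET immunoassay, 665nm acceptor signal after 320nm excitation.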
# KCNH2 WT inh: qHTS for Inhibitors of KCHN2 3.1: Wildtype qHTS. 340,000 compounds, 0.37% hits. activity change, % at 1.84 µM. Voltage-gated inwardly rectifying potassium channel KCNH2 (Homo sapiens), Q12809. U2OS, BacMam KCNH2, thallium flux FluxOr; hits give low values. AID 720551, 2013;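 active = maximum activity change below -70%; inconclusive = maximum activity change between -70% and -50%; inactive = maximum activity change above -50%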; note: % is set by controls: 0 for no effect and ±100 for the full control effect
#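 U2OS cells were transduced with wild-type KCNH2 virus (2.03 x 10^8 / mL) for 4 h at room temperature, then cultured overnight at 37 C. Thallium flux was read with FluxOr dye. Rate constants were normalized to DMSO controls.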
# A-T KAP1 phos: qHTS Assay for Identifying a Potential Treatment of Ataxia-Telangiectasia; […] A-T fibroblasts, KAP-1 phosphorylation AlphaLISA; neocarzinostatin DNA damage 30 min before lysis; Potency, µM (titrated, usually from 57.5 µM), for inactives: at the top dose activation, actives largely listed as activators; 320,000 compounds, 0.19% hits; note: potency is the fitted concentration of half-maximal effect; % of control where 0% means no effect; nearly all actives have a fitted effect of over 45% in size
#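 hTERT-immortalized A-T patient fibroblasts ([…]), 500 cells/well in OPTI-MEM, 1% FBS, got compounds for 60 min, then NCS for 30 min at 37C. Lysates were then assayed for phospho-KAP-1 by AlphaLISA (anti-pKAP1 donor, anti-KAP1 acceptor beads), 6 hr at 25C.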
# Chronic BCR inh: qHTS Assay to Find Inhibitors of Chronic Active B-Cell Receptor Signaling. ABC-DLBCL IkBa-CBG/CBR reporter, luminescence ratio, 4 h. Potency, µM (doses to about 46.1 µM), without a hit: at the highest dose ratio change, negative = lower green/red ratio, actives largely listed as inhibitors. 340,000 compounds, 0.05% hits. AID 493014, 2011; active = well fitted inhibition curve with a large enough effect in the signal ratio, with a control signal flat, not every such curve was filed as active; inconclusive = small, poorly fitted or top-dose-only effect, or effect the other way, or a change in a side signal; the % refers to the signal ratio;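 note: potency is the fitted concentration of half-maximal effect; plate controls were basal doxycycline-induced cells for no effect and cells given 10 µM MG132 for full effect; MG132 reads +100%, hits lower the ratio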
#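 Doxycycline induced both beetle luciferases in TMD8 lymphoma cells; IKK-driven degradation limits the IkappaBalpha-fused green signal, while red luminescence normalises for cell number and nonspecific effects. Compounds tested up to 46 uM, 4 hrs.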
# TSHR antag: Antagonists of the Thyroid Stimulating Hormone Receptor: HTS campaign | AID 504810, 2011 | activity change, negative = inhibition, % at 11.5 µM | TSHR-expressing cells, TSH-stimulated cAMP HTRF, 2 h; hits give low values | 330,000 compounds, 0.2% hits;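 active = activity change below a set negative limit, meaning inhibition stronger than a set level, cut at about -70% in these data; inconclusive = activity change between two set negative limits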; note: % is set by controls: 0 for no effect and ±100 for the full control effect
#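 TSHR-expressing cells, 200/well, pre-treated with compound, then stimulated with EC80 TSH (4nM final) for 2 hours at 37 deg C. cAMP measured by competitive HTRF: anti-cAMP cryptate antibody in lysis buffer plus cAMP-d2, read after 30 minutes at room temperature.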
# FBPA coupling cs: qHTS Assay for Inhibitors of Fructose-1,6-bisphosphate Aldolase from Giardia Lamblia: Coupling assay counterscreen. coupling enzyme system counterscreen, AmpLite Red fluorescence. activity change, negative = inhibition, % at 58.2 µM, hits read low. 290,000 compounds, 0.67% hits. AID 2472, 2010; in the data active = activity change below about -30%; note: % is set by controls: 0 for no effect and ±100 for the full control effect
#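 First, compound is pin-transferred into glyceraldehyde-3-phosphate coupling-enzyme reagent at 57.5 uM final and held 10 min at RT. Next, substrate, coupling system and AmpLite Red are added. After 20 min RT, fluorescence (525/598 nm) is read.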
# * marks the source's active call; other numbers are inactive results; ? = inconclusive; . = not tested or not shown; & = joins results of further samples; [ ] = dose if it differs, or a comment. Unless noted, calls come from the whole dose curve; as a rule, active = well fitted curve in the direction sought with a large enough effect; inconclusive = small, poorly fitted or top-dose-only effect, or another doubt; inactive = no such curve, though single readings can be large; an effect the other way counts as inactive or inconclusive.
SMILES,Tb PFK block,MLL CXXC-DNA inh,GALK inh,Giardia kill,TCR activator,KCNH2 WT inh,A-T KAP1 phos,Chronic BCR inh,TSHR antag,FBPA coupling cs
S=C(NCC1COc2ccccc2O1)Nc1ccc(Br)cc1 (stereo not drawn),1%,0%,2%,1,-6%[46.1 µM],-4,3%,1%,-16,0
COc1ccc(C(=O)/C=C/Nc2ccc([N+](=O)[O-])cc2C)c(OC)c1,-6%,11%,1%,-4,3%,7,0%,?,-6,1
COC(=O)CCCNS(=O)(=O)c1ccc2ccccc2c1,2%,2%,-2%,-2,7%[46.1 µM],1,-2%,2%,-8,1
Cc1cc(C(C)(C)C)cc(S(=O)(=O)Nc2ccc(O)c(C(=O)O)c2)c1C,-3%,-11%,-1%,-7,.,0,7%,8%,3,13
COc1ccccc1-n1cc(C(=O)NCC(=O)NCc2ccc(F)cc2)c2ccccc2c1=O,-1%,4%,10%,-6,1%,4,-3%,8%,1,1
Cc1ccc(C)c(Cn2nnc3c(=O)[nH]c(C4CCN(S(=O)(=O)c5ccc(S(=O)(=O)N(C)C)cc5)CC4)nc32)c1,0%,-2%,-2%,0,5%,-7,-2%,?,10,0
C/C(=N\OC(=O)NC(C)C)c1sc(-c2ccc(Cl)cc2)nc1C,1%,9%,-2%,25,-1%,-10,8%,?,-2,1
CC1CC(=O)Nc2ccc([N+](=O)[O-])cc2N1C (stereo not drawn),-3%,11%,2%,-2,-12%[46.1 µM],-6,2%,-6%,0,4
Cn1c(O)c(/C=C2\C=Nc3ccccc32)sc1=Nc1ccc(C(=O)O)cc1,-3%,-9%,.,?,-11%,-1,-12%,-2%,-18,11
C/C(=N\NC(=O)C(c1ccccc1)c1ccccc1)c1ccc(O)cc1,-6%,-4%,4%,30,0%,-2,9%,1%,7,1
NC(=O)CC(O)c1cccc(Cl)c1 (stereo not drawn),-2%,-5%,7%,-9,-3%,-4,-1%,2%,0,2
CC(=O)C[C@H](O)CC(=O)[C@@H]1OC(=O)[C@@H](C)C/C=C\Cc2ccccc21,0%,.,.,-22,-9%,-2,1%,-6%,-11,.
CCOC(=O)CSc1ncc(OC)c(Sc2ccc(Cl)cc2)n1,0%,3%,0%,-5,-5%,11,5%,3%,0,1
COc1ccc(N(CC(=O)N/N=C/c2ccc(C(=O)O)cc2)S(=O)(=O)c2ccc(NC(C)=O)cc2)cc1,2%,20%,0%,-2,3%,-12,-5%,5%,-2,8
COc1ccc2c(c1)C(C1=C(O)CC(C)(C)CC1=O)C1=C(CC(C)(C)CC1=O)O2 (stereo not drawn),0%,-18%,1%,0,2%,4,3%,?,6,4
CCCCN(Cc1cc2ccccc2[nH]c1=O)S(C)(=O)=O,-3%,0%,.,9,2%[46.1 µM],6,-3%,-2%,-7,4
Cc1ccc(CNC(=O)Cn2nnc(C(=O)Nc3ccc(Br)cc3)c2N)cc1,0%,15%,-1%,-20,-2%,1,1%,-4%,-8,.
CC1CC(C)CN(CCC(=O)Nc2cccc(Cl)c2)C1 (stereo not drawn),0%,10%,-1%,-19,1%,29,-8%,?,12,3
CC(C)Nc1nc(Oc2ccc(Cl)cc2Cl)cc(C(F)(F)F)n1,-3%,-7%,0%,-2,0%,-1,8%,2%,4,-3
Cc1ccc(-c2nc3ccccc3c(=O)n2O)cc1,2%,16%,-1%,7,6%,1,16%,0%,3,2
Cc1ccc(C(=O)NCC(=O)N2CCN(c3cccc(Cl)c3)CC2)s1,-18%,.,.,29,-5%[46.1 µM],1,-1%,0%,-20,.
CN1C(=O)SC(Nc2ccccc2)C1=O (stereo not drawn),-1%,-1%,0%,1,-3%[46.1 µM],0,.,2%,-3,4
CCO/C=C1\SC(=S)N(c2ccc(Cl)cc2)C1=O,-4%,24%,12%,-3,-4%,0,-14%,18%,0,10
CCOc1ccc(-n2c(SCC(=O)NC)nnc2-c2ccco2)cc1,1%,6%,-3%,11,.,-3,11%,2%,10,1
COc1cc(OC)cc(C(=O)Nc2cc(C)nn2-c2ccccc2)c1,10%,45%[activator],0%,-15,-1%,-5,-2%,1%,-5,2
# Other compounds
SMILES,Tb PFK block,MLL CXXC-DNA inh,GALK inh,Giardia kill,TCR activator,KCNH2 WT inh,A-T KAP1 phos,Chronic BCR inh,TSHR antag,FBPA coupling cs
CC(=O)Nc1cccc(NC(=O)c2ccc(COc3ccccc3)cc2)c1,2%,11%,-1%,-15,-2%,-1,9%,?,17,-2
COc1ccc(/C=C/C(=O)OCC(=O)Nc2ccc(S(N)(=O)=O)cc2)cc1OC,-1%,11%,0%,4,2%,-3,0%,-3%,-1,1
COc1cc(OC)c2c(-c3ccccc3)cc(=O)oc2c1C(CCN1CCCCC1)c1ccc(N(C)C)cc1 (stereo not drawn),0%,14%,-3%,?,-4%,8,-16%,-8%,-10,-1&0
CN1CCc2c(OCc3ccc(F)cc3)cccc2C1=O,-4%,-10%,1%,8,-7%,-18,-1%,-15%,14,-7
Cc1ccc(OCCCSc2ncccn2)cc1C,0%,11%,0%,4,2%[46.1 µM],-2,2%,?,-6,-3
Cc1cc2c3c([nH]c2cc1S(=O)(=O)NCc1ccc(CN2CCCCCC2)o1)CC(C)(C)CC3=O,1%,11%,2%,-2,7%,2,5%,-5%,6,1
O=C(Nc1ccc(Br)c(C(F)(F)F)c1)c1ccccc1,-5%,20%,-3%,?,-1%[46.1 µM],-1,6%,?,-30,-3
COC(=O)c1ccccc1NC(=O)CSc1nc(O)c(-c2ccccc2)c(=O)[nH]1,1%,-5%,-1%,5,-3%,2,2%,?,0,7
O=C(COC(=O)CCCSc1nc2ccccc2[nH]1)Nc1ccc(Oc2ccccc2)cc1,1%,2%,3%,-22,-1%[46.1 µM],7,7%,-23%,-24,0
CC[n+]1oc(-c2ccccc2)cc1C,-5%,0%,1%,-7,1%,-17,0%,-4%,14,6
CC(=O)Nc1ccc(OS(=O)(=O)c2ccc(C)cc2C)cc1,-2%,-1%,0%,0,.,-31,-1%,-4%,-4,0

# Some of the entries so far, bar-delimited.
SMILES | Tb PFK block | MLL CXXC-DNA inh | GALK inh | Giardia kill | TCR activator | KCNH2 WT inh | A-T KAP1 phos | Chronic BCR inh | TSHR antag | FBPA coupling cs
CC[n+]1oc(-c2ccccc2)cc1C | -5% | 0% | 1% | -7 | 1% | -17 | 0% | -4% | 14 | 6
COc1cc(OC)c2c(-c3ccccc3)cc(=O)oc2c1C(CCN1CCCCC1)c1ccc(N(C)C)cc1 (stereo not drawn) | 0% | 14% | -3% | ? | -4% | 8 | -16% | -8% | -10 | -1&0
COc1ccc(/C=C/C(=O)OCC(=O)Nc2ccc(S(N)(=O)=O)cc2)cc1OC | -1% | 11% | 0% | 4 | 2% | -3 | 0% | -3% | -1 | 1
COC(=O)c1ccccc1NC(=O)CSc1nc(O)c(-c2ccccc2)c(=O)[nH]1 | 1% | -5% | -1% | 5 | -3% | 2 | 2% | ? | 0 | 7

# Ordered by number of heavy atoms (rising): some entries from above.
SMILES,Tb PFK block,MLL CXXC-DNA inh,GALK inh,Giardia kill,TCR activator,KCNH2 WT inh,A-T KAP1 phos,Chronic BCR inh,TSHR antag,FBPA coupling cs
CC(=O)Nc1ccc(OS(=O)(=O)c2ccc(C)cc2C)cc1,-2%,-1%,0%,0,.,-31,-1%,-4%,-4,0
COc1ccc(/C=C/C(=O)OCC(=O)Nc2ccc(S(N)(=O)=O)cc2)cc1OC,-1%,11%,0%,4,2%,-3,0%,-3%,-1,1
O=C(COC(=O)CCCSc1nc2ccccc2[nH]1)Nc1ccc(Oc2ccccc2)cc1,1%,2%,3%,-22,-1%[46.1 µM],7,7%,-23%,-24,0
